Assay outcomes as filed in PubChem BioAssay.
SRC2 inh: inhibits human steroid receptor coactivator 2; Q15596; HEK293 GAL4-SRC2 luciferase reporter, luminescence; inhibition, % at 9 µM; 370,000 tested, 0.17% active;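 active = inhibition above the mean inhibition of all tested compounds plus 3 SD, set per campaign, cut at about 52% in these data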;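 also: 0% = DMSO treated cells and 100% = cells given Gossypol at 36 µM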
NR2F2 inh: blocks human COUP-TFII nuclear receptor; 370,000 tested, 0.7% active; P24468; HEK293T NGFI-A luciferase reporter, luminescence; inhibition, % at 8.6 µM;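 active = inhibition above a per-plate cutoff, mean inhibition of test wells between control levels plus 3 SD, cut at about 38% in these data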;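 also: cells cotransfected with COUP-TFII expression vector driving the NGFI-A reporter; 0% = median of COUP-TF2 test wells and 100% = reporter-only cells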
TROY NFkB inh: TROY signaling inhibition; Q293 LMP1-TROYcd NF-kB luciferase reporter, 4 h; inhibition, % at 10 µM; 360,000 tested, 0.98% active;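 active = compounds whose plate-normalised and pattern-corrected inhibition of the luciferase reporter signal at the single screening dose is 50% or more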
TRAIL sens C8: caspase-8 TRAIL sensitization; inhibition (viability loss, TRAIL sensitization), % at 10 µM; NB7+C8 cells + TRAIL, ATPlite viability luminescence; 360,000 tested, 1% active;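 active = compounds causing at least 50% loss of cell viability in the single-dose screen, relative to plate controls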
SRC3 inh: inhibitors of human steroid receptor coactivator 3 (SRC3); Q9Y6Q9; HEK293 GAL4-SRC3 luciferase reporter, luminescence; inhibition, % at 3.6 µM; 360,000 tested, 0.17% active; AID 588352;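 active = inhibition above a per-campaign cutoff, the mean of all compounds plus 3 SD, cut at about 60% in these data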;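 also: 0% = DMSO-treated cells and 100% = gossypol-treated cells at 36 µM; higher means less SRC3-driven luciferase light from the GAL4 reporter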
EBV LMP1 NFkB: Epstein-Barr LMP1 NF-kappaB reporter inhibition. LMP1-induced NF-kappaB luciferase reporter cells, luminescence. inhibition, % at 12.5 µM. 350,000 tested, 0.69% active. AID 504558; in the data active = inhibition above about 41%;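 also: 0% = neutral control wells and 100% = reference inhibitor control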
NOD2-RIPK2 inh: inhibitors of human NOD2-RIPK2 interaction; O43353; CHO BLA complementation NOD2-RIPK2, CCF4 ratio; inhibition, % at 4.98 µM; 360,000 tested, 0.38% active; AID 624267; in the data active = inhibition above about 21%;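 also: 0% = vehicle only and 100% = reference blocker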
TLR9-MyD88 inh: inhibitors of human TLR9-MyD88 binding; CHO BLA complementation TLR9-MyD88, CCF4 FRET ratio; Q9NR96+Q99836; 340,000 tested, 0.21% active; inhibition, % at 4.98 µM;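 active = inhibition above the mean over all tested compounds plus 3 SD, cut at about 21% in these data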;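 also: 0% = DMSO only wells and 100% = clavulanate BLA inhibitor control wells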
SRC1 inh: inhibits human SRC1 coactivator; Q15788; HEK293 GAL4-SRC1 luciferase reporter, luminescence; inhibition, % at 3.6 µM; 360,000 tested, 0.12% active; AID 588354;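 active = inhibition above the campaign mean plus 3 SD, with each screening campaign given its own cutoff, cut at about 60% in these data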;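 also: 0% = DMSO treated cells and 100% = gossypol at 36 µM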
NR5A2 inv ag: NR5A2 inverse agonism in reporter assay. inhibition, % at 3.6 µM. 360,000 tested, 0.13% active. O00482. HEK293T StAR-luciferase reporter, LRH-1 transfected, 24 h;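 active = inhibition above the mean inhibition of all tested compounds plus 3 SD, cut at about 73% in these data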;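 also: 0% = DMSO wells and 100% = reporter-only cells lacking LRH-1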
Vif inh: HIV Vif inhibition | inhibition, % at 7.49 µM | AID 602346 | HEK293T cells, Vif self-association by quenched fluorescence, imaging, 24 h | 340,000 tested, 0.35% active; in the data active = inhibition above about 50%, passing the limit was not always enough; also: some results filed as inactive read as strong as hits
* = called active by the depositor; . = not tested or not shown.

cpd	SMILES	SRC2 inh	NR2F2 inh	TROY NFkB inh	TRAIL sens C8	SRC3 inh	EBV LMP1 NFkB	NOD2-RIPK2 inh	TLR9-MyD88 inh	SRC1 inh	NR5A2 inv ag	Vif inh
1	Cc1cccc2[nH]c3c(N4CC=C(c5ccc(F)cc5)CC4)ncnc3c12	-14	8	-1	-4	13	.	-9	.	-1	1	-2
2	O=C(c1ccc(Br)cc1)c1cn[nH]c1-c1ccccc1O	11	11	6	-12	3	-4	-8	-3	8	-33	-10
3	CCCC(=O)Nc1ccc(NC(=O)c2ccco2)cn1	-64	-29	-20	6	-16	-8	0	8	-47	-39	-4
4	CCCCN(CC)S(=O)(=O)c1ccccc1	-5	-5	-22	1	-22	3	-6	-2	2	-8	-12
5	CCn1nc(C(=O)Nc2cccc3ccccc23)c(Cl)c1Cl	-13	17	1	-19	0	1	-10	1	-3	3	4
6	CCOc1ccccc1NC(=O)c1ccoc1C	7	-7	0	-13	-10	-13	5	1	-1	16	2
7	CC(C)c1ccc(NC(=O)/C(C#N)=C/c2ccncc2)cc1	-20	13	-24	12	-5	-6	-6	-6	0	23	-5
8	Cc1ccc(Nc2nc(-c3c(C)nc4ncccn34)cs2)cc1	6	-108	1	-8	14	9	9	9	-29	4	2
9	O=C(CN1CCCCCC1)Nc1ccc(Br)cc1[N+](=O)[O-]	-7	-5	-27	4	4	-3	-17	2	6	-9	-4
10	CCn1c2ccccc2c2cc(NC(=O)C/C(C)=N/NC(=O)c3ccccc3N)ccc21	-25	-15	-16	17	-60	7	-1	-6	-89	-52	-4
11	O=C(NCc1ccco1)C(=O)NCc1ccccc1Cl	-9	-12	-36	4	3	2	4	-9	-24	-15	10
12	COC(=O)C[C@H]1C[C@H]2c3cc(NC(=O)Cc4ccncc4)ccc3O[C@H]2[C@@H](CO)O1	-3	-1	0	-5	12	1	-7	-15	-8	-21	-2
13	CCOC(=O)CSc1nc2c(sc(=S)n2Cc2ccco2)c(=O)n1-c1ccccc1	8	-12	9	14	8	1	-14	-8	-10	3	-9
14	CCOc1ccc(NC(=O)c2ccc(Cl)c(NC(=O)c3ccco3)c2)cc1	-18	-8	-7	-1	-36	2	-2	1	-13	-21	-7
15	O=C(COC(=O)c1cccc(Cl)c1Cl)NC1CCCC1	-32	-10	-25	0	-7	18	-13	-5	10	-4	-5
16	CCOC(=O)c1[nH]c2ccccc2c1NC(=S)Nc1cccc(C)c1C	-5	16	-17	-5	-39	-12	-2	1	-28	16	8
17	O=C(CSc1ccc(F)cc1)N1CCOCC1	-31	-5	-11	-4	2	0	1	-3	8	4	0
18	Cc1cccc(C(=O)OCC(=O)Nc2ccc3c(c2)OCCO3)c1O	-7	-6	-49	3	5	-1	6	12	-9	-17	3
19	O=C(/C=C/Nc1cccc(C(F)(F)F)c1)c1ccco1	-34	-43	-4	6	-63	-18	0	7	-82	-39	-9
20	CC(C)n1c(O)c(/C=C2\C=Nc3ccccc32)sc1=Nc1ccccc1	4	8	-43	25	17	3	-9	2	-3	-14	-2
21	N#C/C(=C\c1ccc(Br)s1)C(=O)N1CCN(c2ccccc2)CC1	4	1	-11	0	10	-2	-8	3	-9	-24	-11
22	Cc1ccc(C)c(-n2c(SCC(=O)Nc3nonc3C)nnc2-c2ccoc2C)c1	13	-3	-15	-6	8	-2	-7	-5	-16	4	2
23	COC(=O)C1=C(C)C(c2ccc(OC)cc2)NC(=S)N1 (stereo not drawn)	1	-6	-29	-9	-4	-14	8	6	-18	1	-3
24	C=CCn1c(SC(C)C(=O)NC2(C#N)CCCCC2)nnc1-c1ccc(OC)cc1 (stereo not drawn)	7	10	-3	-4	-6	7	-4	-2	14	8	-4
25	Cc1ccc2nc(SCc3nc4ccccc4c(=O)[nH]3)[nH]c2c1	-53	-28	-28	16	-69	-42	-7	3	-60	-94	-18
26	COCCCNC(=O)c1ccccc1N(Cc1ccccc1)S(=O)(=O)c1ccccc1	9	-15	0	6	8	1	-6	-2	-10	5	-4
27	CN(C)c1ccc(NC(=O)CSc2nc(N)c(C(=O)Nc3ccc(N(C)C)cc3)s2)cc1	-29	32	-19	19	-30	5	5	0	-57	-44	4
28	CC(=O)[C@H]1CC[C@@H](c2ccccc2)N(S(=O)(=O)c2ccc(C)cc2)C1	22	7	.	0	.	.	-8	.	.	15	.
29	COC1OC2COC(c3ccccc3)OC2C2OC12 (stereo not drawn)	-9	-5	4	-8	-2	3	2	1	-9	-15	9
30	CC1CC(=O)N(CC(=O)NC2CCCCC2)c2ccccc2S1 (stereo not drawn)	4	-11	-13	-3	1	0	-5	4	15	-10	-7
31	COc1ccc(C(=O)NCc2ccccc2OC)cc1	-19	5	-11	1	0	4	4	1	6	-12	6
32	CCN(CC)c1ccc2cc(C(N)=O)c(=O)oc2c1	-32	-32	-58	-6	-14	-6	-8	-8	-40	-13	132*
33	CN(C)c1cc(C(=O)N(C)c2ccccc2)ncn1	-9	-1	-5	-7	-11	.	8	.	4	3	-6
34	COc1ccc(C(=O)NNC(=O)C2=NN(c3ccccc3)C(=O)CC2)cc1	6	4	18	0	7	-7	1	-2	-30	-9	3
35	CCN1CN(Cc2ccccc2)CNC1=S	-1	3	-34	23	0	2	0	1	3	10	1
36	CC(=O)N1C(=O)C(=C2C=C(C)OC(C)=C2)c2ccccc21	-3	-8	6	4	3	0	9	0	-2	6	0
37	CC1(C)Cc2c(c(N3CCOCC3)nc3sc(C(=O)N4CCCCC4)c(N)c23)CO1	-2	10	-9	-12	-3	-6	-2	-1	4	-29	23
38	Cc1ccc(Cn2ccc(NC(=O)c3cc(-c4cccs4)on3)n2)cc1	11	-9	-17	-6	5	16	-7	-3	20	14	2
39	O=C(N/N=C/c1ccc(Br)s1)c1ccncc1	6	16	11	5	14	8	-10	5	-26	17	-5
40	COc1cc(C(=O)NCC2CCCO2)ccc1OCc1ccc(Cl)cc1Cl (stereo not drawn)	29	-13	14	0	11	12	11	-5	3	-6	-10
41	COc1ccccc1CC(=O)NC1CCC(C)CC1 (stereo not drawn)	10	7	8	2	23	0	-1	4	1	13	-3
42	CCN(CC)C(=O)Cn1cc(C(=O)C(=O)NCCCN2CCCCC2)c2ccccc21	-26	-3	3	-2	-3	-5	-14	2	7	12	-9
43	CCOC(=O)Cn1c(=NC(=O)C(C)(C)C)sc2cc([N+](=O)[O-])ccc21	-27	-4	20	-5	13	-10	0	-1	2	-6	4
44	CC(=O)N1CCc2cc(S(=O)(=O)CCC(=O)N3CCN(c4cc(C)ccc4C)CC3)ccc21	-28	-9	23	3	-17	-5	-2	-1	9	21	-9
45	CN(Cc1cnccn1)C(=O)C1CCC(=O)N(CCc2ccccc2)C1 (stereo not drawn)	-9	-7	8	4	10	5	-2	-7	-4	-13	6
46	COC(=O)c1ccccc1NC(=O)c1cc2n(n1)C(C(F)F)CC(C(F)F)N2 (stereo not drawn)	9	-2	-13	4	19	3	-4	7	2	15	19
47	O=C(NNC1=NS(=O)(=O)c2ccccc21)C1CC(=O)N(c2ccccc2)C1 (stereo not drawn)	-4	-11	7	-10	9	12	7	-11	9	4	.
48	COc1ccccc1Nc1ccc2nonc2c1[N+](=O)[O-]	6	11	-25	-2	-5	8	5	-6	-5	-8	3
49	C[C@@H]1C(=O)O[C@H]2[C@H](O)[C@@]34[C@H]5C[C@@H](C(C)(C)C)[C@]36[C@@H](OC(=O)[C@@H]6O)O[C@@]4(C(=O)O5)[C@@]12O	-2	14	-5	4	-1	-1	-11	4	11	-17	4
50	CCOC(=O)c1csc(N/N=C2\CCCc3ccccc32)n1	-17	-6	-1	-11	7	-3	1	-2	-2	-4	-13
51	CC(Nc1ncnc2sccc12)c1ccccc1 (stereo not drawn)	22	60*	32	11	16	24	-1	6	24	47	-5
52	Cc1ccnc(NS(=O)(=O)c2ccccc2)n1	3	-5	-8	14	10	3	-4	-1	0	18	2
53	COc1ccc(NC(C)=O)cc1S(=O)(=O)NC1CCSc2ccccc21 (stereo not drawn)	-1	16	18	-21	-11	-8	-7	1	-22	10	6
54	O=C(c1ccc2nc(N3CCOCC3)sc2c1)N1CCCC1	-8	9	4	9	-17	8	-5	-1	-9	-12	5
55	CCOc1ccc(S(=O)(=O)N2CCN=C2Cc2ccccc2)cc1C	-13	-7	23	-10	1	10	-9	-7	24	-5	-2
56	O=C(NCc1ccc(F)cc1)C(Cc1ccccc1)NS(=O)(=O)c1cccs1 (stereo not drawn)	14	-9	-2	0	5	-1	5	11	7	26	-5
57	CCCOc1ccc(C(=O)CCNC(Cc2c[nH]c3ccccc23)C(=O)O)cc1 (stereo not drawn)	.	.	-24	-2	2	7	2	-1	15	3	6
58	COc1ccc(C(NC(=O)/C=C/c2ccco2)c2ccc(OC)cc2)cc1	-6	-3	-13	7	20	1	-6	5	-11	9	11
59	CN1C(C(=O)NCc2ccco2)=CC(c2ccc(F)cc2)=NS1(=O)=O	-15	13	12	5	-4	-7	0	-2	-4	7	-1
60	O=C(O)CC/C(=N\NC(=O)CNC(=O)c1ccc(F)cc1)c1ccccc1	-18	4	0	3	-1	-12	-13	-4	2	10	5

An excerpt; rates above refer to the full screens.
